Assay outcomes: PubChem BioAssay, NMMLSC
Avidin bead fluor = green autofluorescence of compounds with avidin beads – biophysical, 488/530 nm, flow cytometry, artefact control, profiling panel. compound fluorescence 488/530 nm; stronger effect = higher value. fluorescence (KMESF) at 10 µM. 220,000 tested, 0.38% active; in the data active = fluorescence above about 47; note: inactives centre near 10
* hit, by the source's call.

The first 14 records, ahead of the listing:
SMILES | Avidin bead fluor
NS(=O)(=O)c1ccc(N=C2C(=O)Nc3ccccc32)cc1 | 4
Cc1ccc2c(c1)COc1c3ccc(C(=O)N4CCCCC4)cc3nn1-2 | 8
Cc1ccc(C(=O)CSc2nc3ccc(C(=O)NCCN4CCCCC4)cc3c(=O)[nH]2)cc1 | 6
CC(C)CN1CCC(=O)N([C@H](CSc2ccc(Br)cc2)c2ccccc2)CC1 | 8
Cc1ccc(SC[C@H](c2ccccc2)N2CCN(C)CCC2=O)cc1 | 12
O=[N+]([O-])/C=C/c1cc2ccccc2[nH]1 | 3
O=c1cc(-c2ccccc2)nc2cc(-c3ccco3)[nH]n12 | 5
CC(C)(C)c1cc(-c2csc(Nc3ccccc3)[n+]2Cc2ccc(C(=O)O)cc2)cc(C(C)(C)C)c1O | 8
COc1cc(OC)c2ccc(=O)oc2c1C(CC(=O)N1CCN(c2ccccc2)CC1)c1ccc2c(c1)OCO2 (stereo not drawn) | 7
C/C=C(/C)C(=O)O[C@@H]1c2cc3c(c(OC)c2-c2c(cc(OC)c(OC)c2OC)[C@@H](OC(C)=O)[C@@H](C)[C@H]1C)OCO3 | 11
COc1cc(OC)c2ccc(=O)oc2c1C(CCN1CCCCC1)c1ccc(N(C)C)cc1 (stereo not drawn) | 8
C=C1SC(=Nc2c(C)cc(C)cc2C)N(C(=O)c2sc3ccccc3c2Cl)C12CCCCC2 | 6
COc1ccc(CNC(=O)C2CC(c3ccccc3C(F)(F)F)=NO2)cc1 (stereo not drawn) | 10
CN(C)c1ccc(-c2cccc(C3CC=CC4C3C(=O)N(Cc3ccccc3)C4c3ccc4ccccc4c3)c2)cc1 (stereo not drawn) | 14

Results (from the top)
SMILES | Avidin bead fluor
NS(=O)(=O)c1ccc(N=C2C(=O)Nc3ccccc32)cc1 | 4
Cc1ccc2c(c1)COc1c3ccc(C(=O)N4CCCCC4)cc3nn1-2 | 8
Cc1ccc(C(=O)CSc2nc3ccc(C(=O)NCCN4CCCCC4)cc3c(=O)[nH]2)cc1 | 6
CC(C)CN1CCC(=O)N([C@H](CSc2ccc(Br)cc2)c2ccccc2)CC1 | 8
Cc1ccc(SC[C@H](c2ccccc2)N2CCN(C)CCC2=O)cc1 | 12
O=[N+]([O-])/C=C/c1cc2ccccc2[nH]1 | 3
O=c1cc(-c2ccccc2)nc2cc(-c3ccco3)[nH]n12 | 5
CC(C)(C)c1cc(-c2csc(Nc3ccccc3)[n+]2Cc2ccc(C(=O)O)cc2)cc(C(C)(C)C)c1O | 8
COc1cc(OC)c2ccc(=O)oc2c1C(CC(=O)N1CCN(c2ccccc2)CC1)c1ccc2c(c1)OCO2 (stereo not drawn) | 7
C/C=C(/C)C(=O)O[C@@H]1c2cc3c(c(OC)c2-c2c(cc(OC)c(OC)c2OC)[C@@H](OC(C)=O)[C@@H](C)[C@H]1C)OCO3 | 11
COc1cc(OC)c2ccc(=O)oc2c1C(CCN1CCCCC1)c1ccc(N(C)C)cc1 (stereo not drawn) | 8
C=C1SC(=Nc2c(C)cc(C)cc2C)N(C(=O)c2sc3ccccc3c2Cl)C12CCCCC2 | 6
COc1ccc(CNC(=O)C2CC(c3ccccc3C(F)(F)F)=NO2)cc1 (stereo not drawn) | 10
CN(C)c1ccc(-c2cccc(C3CC=CC4C3C(=O)N(Cc3ccccc3)C4c3ccc4ccccc4c3)c2)cc1 (stereo not drawn) | 14
Cc1ccccc1OCC(O)CN1CCN(c2ccc(Cl)cc2)CC1 (stereo not drawn) | 9
CC(C)CCNC(=O)C1CC(c2ccccc2C(F)(F)F)=NO1 (stereo not drawn) | 9
C#CCOCCOCCOCCNc1nc(N2CCN(C(=O)[C@H](CCC(=O)O)n3cc(C(N)Cc4ccc(O)cc4)nn3)CC2)nc(N2CCN(C(=O)[C@H](Cc3ccc(O)cc3)n3cc(C(N)CC(C)C)nn3)CC2)n1 (stereo partly drawn) | 6
Cc1nc(-c2ccc(Cl)cc2)sc1C1(C)CC(c2cccnc2)=NO1 (stereo not drawn) | 10
C=C(C)C(=O)Nc1cccc(C2=NOC3(C2)C[C@@H](C(N)=O)N(C(=O)c2ccc(Cl)cc2)C3)c1 (stereo partly drawn) | 10
Nc1nc(-c2ccccc2)[nH]c(=O)c1N=O | 8
O=C1CCCCC1C(O)c1ccc(Cl)cc1 (stereo not drawn) | 8
COc1ccc(-c2ccc([C@H]3[C@H]4C=CC[C@@H](C)[C@@H]4C(=O)N3Cc3ccccc3)c(F)c2)cc1OC | 9
Cn1c2ccccc2c(=O)c2c(=O)n(Cc3ccco3)c(-c3ccc(C(C)(C)C)cc3)nc21 | 9
O=c1[nH]c2ccccc2c(O)c1-c1ccccc1 | 8
Clc1ccc(C2[C@H]3CN(Cc4ccc(-c5ccccc5)cc4)[C@H](c4ccccc4)C34CC2(c2cccnc2)C4)cn1 (stereo partly drawn) | 9
Nc1cc2ccncc2c2ccccc12 | 1
CC(O)[C@H]1CNC(=O)C(=O)N1CC1CCCCC1 (stereo partly drawn) | 18
NC(=Nc1ccc(N)cc1)C(N)=Nc1ccc(N)cc1 | 7
CC1(C)CC(=O)C(N=Nc2cc(S(=O)(=O)N3CCOCC3)ccc2Cl)=C(O)C1 | 6
COc1ccc(NC(=O)C2Cc3ccccc3C(=O)O2)cc1 (stereo not drawn) | 10
NC(=O)CC(NC(=O)Cc1ccc(Cl)cc1)c1ccc(NC2CCCC2)c([N+](=O)[O-])c1 (stereo not drawn) | 8
CC(=O)c1ccc([C@@H]2C[C@]34CN(Cc5cccc(C(F)(F)F)c5)S(=O)(=O)[C@H]3C[C@H]2O4)cc1 | 9
O=C(O)CCc1cccnc1 | 9
CC(C)(CO)N1CCN(C(=S)Nc2ccccc2)CC1 | 9
CCn1cc(C(=O)O)c(=O)c2cnc(N3CCN(C(=S)NC(=O)c4ccc(Br)cc4)CC3)nc21 | 7
Nc1cc2nc3ccccc3oc-2cc1=O | 6
O=C(O)CC[C@@H](C(=O)O)N1C(=O)c2ccccc2C1=O | 7
COc1cc(C(=O)NC(=S)Nc2csc(-c3ccc(F)cc3)n2)cc(OC)c1OC | 7
CCC(=O)N1CCC2(CC1)Oc1ccc(F)cc1C(=O)C21CC(c2cccnc2)=NO1 (stereo not drawn) | 8
COc1cc2c(cc1O)[C@@H]1Cc3cc(O)c(OC)cc3[C@H](C2)N1C | 22
CCN1CCN(Cc2ccc(NC(=O)c3cc(NC(=O)c4cncc(-c5ccc(C#N)cc5)c4)cc(OC)c3)cc2C(F)(F)F)CC1 | 9
CC(=O)Nc1ccc(Cc2ccc3[nH]c(=O)cc(C)c3c2)cc1 | 6
COc1ccc(C(=O)N(C)C2CCN(C)CC2)cc1S(=O)(=O)Nc1cc(Cl)ccc1Cl | 3
OCC1OC(n2cnc3ccccc32)CC1O (stereo not drawn) | 8
Cn1cnc([N+](=O)[O-])c1Sc1ncn[nH]1 | 7
O=C(O)c1cccc(N2C(=O)CCC2=O)c1 | 8
COC(=O)C1=COC(OC2OC(CO)C(O)C(O)C2O)C2C1C=CC2(O)CO (stereo not drawn) | 9
O=C(N[C@@H](Cc1ccccc1)C(=O)OCc1ccccc1)c1nc[nH]c1C(=O)N1CCN(c2ccccc2)CC1 | 8
CC(=O)Oc1ccc2cc(-c3ccccc3)c(=O)oc2c1 | 9
C=C(C)C(=O)N1CC2(CC(c3cccc(NC(=O)CC(c4ccccc4)c4ccccc4)c3)=NO2)C[C@H]1C(N)=O (stereo partly drawn) | 11

Continuation.
SMILES | Avidin bead fluor
S=c1nc(-c2ccccc2)c(-c2ccccc2)n[nH]1 | 4
O=C(N/N=C/c1sc(N2CCOCC2)nc1-c1ccccc1)c1ccccc1F | 5
COC(=O)c1ccc(C23CC4(C2)[C@H](CN(C)[C@@H]4c2ccccc2)C3c2ccc(Cl)nc2)cc1 (stereo partly drawn) | 8
Cn1c(=O)[nH]c(=O)c2[nH]c(CN3CCN(Cc4ccccc4)CC3)nc21 | 18
O=C(NCCO)c1ccc2c3n(nc2c1)-c1ccc(Cl)cc1CO3 | 10
CC(C)[C@@H](CO)NC(=O)c1ccc2c3n(nc2c1)-c1ccc(Cl)cc1CO3 | 9
O=C(NCc1cccc(Br)c1)C1CC(c2ccccc2C(F)(F)F)=NO1 (stereo not drawn) | 9
O=C(Nc1nnc(-c2ccc(F)cc2)o1)c1ccco1 | 6
CC1(c2nnc(-c3ccc(F)cc3)o2)CC(c2ccccc2)=NO1 (stereo not drawn) | 8
Cc1ccc(C(=O)NC(C)c2nc3ccccc3n2CC(=O)Nc2c(C)cc(C)cc2C)cc1 (stereo not drawn) | 8
C=C/C(C)=C/CC1C(=C)CCC2C(C)(C(=O)O)CCCC12C (stereo not drawn) | 7
COc1cc(/C=N/n2cnc3c(sc4nc(C)cc(C)c43)c2=O)ccc1O | 6
CC(C)c1cc(C(C)C)n2nc(N)nc2n1 | 5
COc1cc([C@@H]2c3cc4c(cc3[C@@H](NC3CCN(Cc5ccccc5)CC3)[C@H]3COC(=O)[C@H]23)OCO4)cc(OC)c1O | 8
CCCCCc1cc(=O)oc2c(C(CCN(CC)CC)c3cc(OC)c(OC)c(OC)c3)c(OC)cc(OC)c12 (stereo not drawn) | 8
Cc1ccc(NC(=O)N2CCCCC2)cc1NC(=O)N1CCCCC1 | 6
CCCCCCN(C(=O)CCCCCN1C(=O)NC(c2ccc(-c3ccccc3)cc2)C(C(=O)OCc2ccccc2)=C1C)C(C(=O)NCCCC)c1ccc(OCC(=O)OC)c(C(=O)OC)c1 (stereo not drawn) | 13
O=S(=O)(c1ccc(-c2ccon2)s1)N1CCN(c2ccncc2)CC1 | 6
CCc1cccc(N(C)C(N)=Nc2cccc3ccccc23)c1 | 8
CC(C)NCC(O)c1cc(O)cc(O)c1 (stereo not drawn) | 8
COc1cc(C(CCN2CCCC2)c2c(OC)cc(OC)c3c(-c4ccccc4)cc(=O)oc23)cc(OC)c1OC (stereo not drawn) | 9
CCOCCn1c(CN2CCN(C)CC2)nc2c1c(=O)n(C)c(=O)n2C | 7
COc1cc([N+](=O)[O-])cc(/C=N/NC(=O)CSc2nnc(-c3ccccc3)n2C)c1O | 7
O=C(/C=C/c1cccs1)N1CCC2(CC1)Oc1ccc(Cl)cc1C(=O)C21CC(c2ccccc2)=NO1 (stereo not drawn) | 14
COC(=O)c1ccc(C23CC4(C2)[C@H](CN(Cc2ccc(-c5ccccc5)cc2)[C@@H]4c2ccccc2)C3c2ccccc2)cc1 (stereo partly drawn) | 10
O=c1cc(-c2ccccc2Cl)oc2c(NS(=O)(=O)c3ccccc3C(F)(F)F)ccc(O)c12 | 12
COC(C[C@H](O)[C@H](C)[C@@H](O)COCc1ccccc1)OC | 7
NC(=O)CC(NC(=O)Cc1cccc2ccccc12)c1ccc(NCCc2ccc(F)cc2)c([N+](=O)[O-])c1 (stereo not drawn) | 8
CCC1=C(OC(=O)N(CC)CC)N2C(=O)OC(=NCCOC)[C@]2(Cc2ccccc2)[C@H]2C1=CC[C@H]1C(=O)N(CC)C(=O)[C@H]12 | 9
CCC1=C(OC(=O)N(CC)CC)N2C(=O)OC(=NCC(=O)OC)[C@]2(C)[C@H]2C1=CC[C@H]1C(=O)N(C)C(=O)[C@H]12 | 11
O=C(NC(=S)Nc1cccc2c(O)cccc12)c1cccc(Br)c1 | 6
O=[N+]([O-])c1cc(Cl)cc2c1nc(NCCO)c1ccccc12 | 3
O=C(COc1cc(Cl)c(Cl)cc1Cl)Nc1cccc(O)c1 | 9
C=CCOCCN(CC)CC | 6
Cc1cc(C)n(-c2nc(SCC(=O)O)c3c4c(sc3n2)CCCC4)n1 | 9
Cc1ccc(C)c(N2CCN(c3ccncc3N)CC2)c1 | 2
Cc1ccc2c(c1)COc1c3ccc(C(=O)NCC4CC4)cc3nn1-2 | 12
Cn1ncc2c(Nc3ccccc3Cl)nc(Nc3ccccc3Cl)nc21 | 6
O=C1CCN(CCc2ccccc2)CCN1[C@H](CSc1ccc(Br)cc1)c1ccccc1 | 8
NCCNC(=O)Cc1cccc(NC(=O)Cc2ccc(Nc3ncnc4c3ncn4[C@@H]3O[C@H](CO)[C@@H](O)[C@H]3O)cc2)c1 | 8
FC(F)(F)c1cccc(OCC2CNC(=S)O2)c1 (stereo not drawn) | 10
O=C(O)/C=C/C(=O)N1Cc2cc3ccccc3nc2C1 | 7
COc1ccc(OC)c(C(=O)NC(CC(N)=O)c2ccc(NCCN3CCOCC3)c([N+](=O)[O-])c2)c1 (stereo not drawn) | 9
NNc1nnnc2c1sc1nc(N3CCOCC3)c3c(c12)CCCC3 | 5
N#C/C(=C\c1cccnc1)c1ccc(Br)cc1 | 2
Nc1nc(-c2ccc(-n3nncc3-c3ccco3)cc2)cs1 | 6
COc1ccc(-c2ccc(C)cc2)cc1[C@H]1[C@@H]2C=CCC[C@@]2(C)C(=O)N1Cc1ccccc1 | 12
CCCCNC(=O)C(c1ccc(OCC(=O)OC)c(C(=O)OC)c1)N(CCc1c[nH]c2ccccc12)C(=O)CCCCCN1C(=O)NC(c2ccc(-c3ccccc3)cc2)C(C(=O)OCc2ccccc2)=C1C (stereo not drawn) | 11
COc1cc(/C=C/c2ccc3c(Br)cc(Br)c(O)c3n2)ccc1O | 3
COc1ccc2ccc(=O)oc2c1CC(O)C(C)(C)O (stereo not drawn) | 8

Next compounds follow.
SMILES | Avidin bead fluor
COC(=O)[C@@H]1C[C@H]2CC[C@H](O)C[C@H]2N1Cc1ccc(Cl)cc1 | 11
Cc1ccn(C)c(=N)c1 | 3
Nc1c(C(=O)N/N=C/c2ccc([N+](=O)[O-])cc2)sc2nnc(-c3ccccc3)c(-c3ccccc3)c12 | 6
CC[C@]12CCCN3CCc4c(n(c5ccccc45)C(=O)C1)C32 (stereo partly drawn) | 7
C[C@@H]1Cc2c(O)c(O)cc(O)c2C(=O)O1 | 6
CCCC[C@@H]1CNC(=O)C(=O)N1CCCc1cc(OC)c(OC)c(OC)c1 | 14
CC1(OC(=O)CCc2ccccc2)C(=O)C=C2C=C(c3ccc(C#N)cc3)N(C(CO)CO)C=C2C1=O (stereo not drawn) | 9
O=C(CSc1nnc(-c2ccc(Cl)cc2)n1-c1ccc(Cl)cc1)N/N=C/c1ccccc1C(=O)O | 7
COc1cc(C)c(C(=O)Oc2cc(C)c(C(=O)O)c(O)c2)c(O)c1 | 12

Only part of the results is shown. The share of hits here may be higher or lower than overall.
